Assay outcomes deposited in PubChem BioAssay by National Center for Advancing Translational Sciences (NCATS).
FLuc modulator – qHTS profiling assay for firefly luciferase inhibitor/activator using purifed enzyme and Km concentrations of substrates (counterscreen for miR-21 project) | Luciferin 4-monooxygenase (Photinus pyralis), P08659 | purified FLuc, Km substrates, luminescence inhibition | Potency, µM (doses to about 57.5 µM), for inactives: top-dose activity change, negative = inhibition, hits mostly inhibitors | hit rate 6.9% among 360,000;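 note: plate controls were vehicle for no effect and reference inhibitor for full effect; nearly all actives have a fitted effect of over 55% in size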
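Biochemical qHTS of compounds, final roughly 60 µM downward over six points, against 10 nM purified firefly luciferase using Km concentrations of substrates (10 uM D-luciferin, 10 uM ATP) in Tris acetate pH 7.5 buffer; luminescence output.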
NPC1 promoter act – qHTS Assay for NPC1 Promoter Activators | Huh7 NPC1 promoter luciferase reporter, 24 h | Potency, µM (titrated, usually from 9.22 µM), for the others: at the top dose activation, most hits filed as activators | hit rate 2.4% among 320,000 | AID 485313, 2010;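 note: % of control where 0% means no effect; nearly all actives have a fitted effect of over 60% in size; reporter is driven by a mutant NPC1 promoter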
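Luminescence from an NPC1 promoter-driven luciferase reporter in stably transfected Huh7 cells was measured after 24 h compound treatment at 37 °C, followed by 10 min ambient incubation with luciferase detection reagent.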
ELG1 genotoxic – qHTS screen for small molecules that induce genotoxicity in human embryonic kidney (HEK293T) cells expressing luciferase-tagged ELG1. Potency, µM (titrated, usually from 46 µM), for inactives: at the top dose activity change, positive = activation, hits mostly activators. HEK293T ELG1-luciferase reporter, luminescence, 16 h. hit rate 1.3% among 330,000. AID 504466, 2011; note: % of control where 0% means no effect; nearly all actives have a fitted effect of over 60% in size
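Genotoxicity was scored as increased ELG1-luciferase reporter signal, measured by ONE-Glo luminescence (30 min, room temperature). Compound or vehicle exposure of the HEK293T reporter cells lasted 16 hr at 37°C.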
MBNL1 CUG block – qHTS Assay for Inhibitors of MBNL1-poly(CUG) RNA binding | Muscleblind-like protein 1 (Homo sapiens), Q9NR56 | TR-FRET MBNL1-His/biotin-(CUG)12 binding, 665/545 ratio | Potency, µM (titrated, usually from 57.5 µM), without a hit: at the highest dose activity change, negative = inhibition, hits mostly inhibitors | hit rate 0.036% among 280,000 | AID 2675, 2010; active = well fitted inhibition curve with a large enough effect in the signal ratio, with a control signal flat, not every such curve was filed as active; inconclusive = small, poorly fitted or top-dose-only effect, or effect the other way, or a change in a side signal; inactive = no such curve, though single readings can be large or run the other way; the % refers to the signal ratio; note: % is set by controls: 0 for no effect and ±100 for the full control effect
Target sequence (Q9NR56 whole entry, looked up): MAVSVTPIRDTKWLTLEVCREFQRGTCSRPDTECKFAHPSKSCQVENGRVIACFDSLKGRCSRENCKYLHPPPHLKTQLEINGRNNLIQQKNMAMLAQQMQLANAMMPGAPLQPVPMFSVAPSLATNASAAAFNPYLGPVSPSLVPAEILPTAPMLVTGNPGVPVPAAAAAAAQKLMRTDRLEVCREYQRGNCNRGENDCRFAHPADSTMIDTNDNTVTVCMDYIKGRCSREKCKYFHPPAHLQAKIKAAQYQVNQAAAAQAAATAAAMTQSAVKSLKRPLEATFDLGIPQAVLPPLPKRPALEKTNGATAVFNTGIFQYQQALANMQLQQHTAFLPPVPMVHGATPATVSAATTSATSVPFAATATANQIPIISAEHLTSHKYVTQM
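TR-FRET between His-tagged MBNL1 and biotin-(CUG)12 RNA, detected with Tb anti-His antibody (0.055 ng/ul) and streptavidin-XL665 (5 nM), 60 min at room temperature. Compounds titrated 92 nM to 58 uM; 665/545 nm ratio normalized to buffer and complex controls.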
Rab9 promoter act – qHTS Assay for Rab9 Promoter Activators. Potency, µM (top dose mostly 9.22 µM), without a hit: at the highest dose activation, negative = inhibition, hits mostly activators. hit rate 2.8% among 320,000. Huh7 Rab9 promoter-luciferase reporter, luminescence, 24 h. AID 485297, 2010; note: % of control where 0% means no effect; nearly all actives have a fitted effect of over 60% in size
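Cells were plated at 1500 per well in reduced-serum medium with 10% FBS and left 2 h. Compound in DMSO was then added for 24 h at 37 °C. Reporter signal was read by luminescence after 10 min with luciferase detection reagent.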
BRCA1 expr act – qHTS Assay to Identify Small Molecule Activators of BRCA1 Expression | Potency, µM (titrated, usually from 46.1 µM), without a hit: top-dose activation, hits mostly activators | hit rate 1.1% among 380,000 | MCF7-BRCA1-FFLuc reporter, luminescence, 48 h; response scale: scaled: vehicle 0%, 10 µM genistein 100% | AID 624202, 2012; note: nearly all actives have a fitted effect of over 80% in size; some results filed as inactive show a strong effect at the top dose
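Activators of BRCA1 expression were detected as increased firefly luciferase luminescence in engineered MCF7 cells after 48 h compound incubation. Signals were scaled to genistein 10 microM as full activation.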
p53 reactivator – qHTS assay for re-activators of p53 using a Luc reporter. Potency, µM (series often up to 92.2 µM), for inactives: at the highest dose activity change, positive = activation, actives largely listed as activators. AID 504706, 2011. hit rate 0.063% among 320,000. H1299 p53-A138V BP100-luciferase reporter, luminescence, 24 h; note: % of control where 0% means no effect; nearly all actives have a fitted effect of over 45% in size
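H1299 (p53-null), stable ts p53-A138V + BP100-Luc; 1000 cells/well, Opti-MEM/10% FBS; cpd 4 pt, 1:5; 24 h, 37 deg C, 5% CO2; detection reagent 10 min RT; luminescence.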
Gal4-VP16 FLuc – VP16 counterscreen qHTS for inhibitors of ROR gamma transcriptional activity; Drosophila S2 Gal4-VP16 UAS-luciferase, luminescence, 20 h; Potency, µM (series often up to 53.6 µM), for the others: at the highest dose activity, negative = inhibition, usual class: inhibitors; hit rate 3.5% among 310,000;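 note: Gal4-VP16 expression switched on by copper sulfate through the metallothionein promoter; % is set by controls: 0 for no effect and ±100 for the full control effect; nearly all actives have a fitted effect of over 50% in size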
MLL CXXC-DNA inh – qHTS Fluorescence Polarization Assay for Inhibitors of MLL CXXC domain - DNA interaction; Histone-lysine N-methyltransferase 2A (Homo sapiens), Q03164; MLL-CXXC / FITC-HOXA9 DNA fluorescence polarization; Potency, µM (series often up to 115 µM), for inactives: at the highest dose activity change, negative = inhibition, hits mostly inhibitors; hit rate 0.037% among 290,000; active = well fitted inhibition curve with a large enough effect in the polarisation, with a control signal flat, not every such curve was filed as active; inconclusive = small, poorly fitted or top-dose-only effect, or effect the other way, or a change in a side signal; inactive = no such curve, though single readings can be large or run the other way; the % refers to the polarisation
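Purified MLL-CXXC (added from a 7 uM solution) was preincubated 5 min at ambient with pinned compounds in 50 mM Tris-HCl pH 7.5, 50 mM NaCl, 1 mM DTT, 0.05% BSA. Fluorescein-labeled HOX-A9 DNA (50 nM solution) followed, 30 min, then polarization read.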
uPA surface inh – qHTS for Inhibitors of Cell Surface uPA Generation. cell surface uPA generation assay, qHTS. Potency, µM (top dose mostly 38.3 µM), for the others: top-dose activity change, negative = inhibition, most hits filed as inhibitors. hit rate 0.31% among 330,000; active = well fitted inhibition curve with a large enough effect; inconclusive = small, poorly fitted or top-dose-only effect; inactive = no such curve, though single readings can be large or run the other way; tested in mouse RAW 264.7 cells; note: % is set by controls: 0 for no effect and ±100 for the full control effect; nearly all actives have a fitted effect of over 55% in size
RORg inh – qHTS for inhibitors of ROR gamma transcriptional activity; Nuclear receptor ROR-gamma (Mus musculus), P51450; Drosophila S2 Gal4-RORgamma UAS-luciferase reporter, 20 h; Potency, µM (top dose mostly 53.6 µM), inactives show at the top dose activity change, negative = inhibition, actives largely listed as inhibitors; hit rate 5.4% among 310,000; AID 2551, 2010; note: % is set by controls: 0 for no effect and ±100 for the full control effect; nearly all actives have a fitted effect of over 60% in size
Target sequence (P51450 whole entry, looked up, the tested form may be a part): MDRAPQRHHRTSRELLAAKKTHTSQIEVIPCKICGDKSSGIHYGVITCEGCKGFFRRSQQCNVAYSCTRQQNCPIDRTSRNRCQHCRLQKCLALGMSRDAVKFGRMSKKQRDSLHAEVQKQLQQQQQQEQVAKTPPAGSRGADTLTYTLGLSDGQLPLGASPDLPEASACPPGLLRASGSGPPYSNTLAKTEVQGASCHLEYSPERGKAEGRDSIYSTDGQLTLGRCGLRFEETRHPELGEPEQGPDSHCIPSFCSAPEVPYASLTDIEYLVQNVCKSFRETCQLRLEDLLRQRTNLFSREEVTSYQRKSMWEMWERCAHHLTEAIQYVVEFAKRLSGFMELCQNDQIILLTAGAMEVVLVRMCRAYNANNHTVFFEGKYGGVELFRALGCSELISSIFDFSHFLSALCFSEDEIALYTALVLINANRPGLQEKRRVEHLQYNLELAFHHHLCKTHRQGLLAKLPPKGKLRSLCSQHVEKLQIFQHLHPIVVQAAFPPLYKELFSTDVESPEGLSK
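Read-out: Photinus luciferase luminescence; inhibitors lower reporter signal. Insect Schneider cells with Gal4-ROR gamma fusion under metallothionein promoter, UAS reporter; 700 uM final copper sulfate induction, 20 hr, ambient temperature.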
* = called active by the depositor; ? = inconclusive; · = no result given; & = joins results of further samples; [ ] = dose if it differs, or a comment. Unless noted, calls come from the whole dose curve; as a rule, active = well fitted curve in the direction sought with a large enough effect; inconclusive = small, poorly fitted or top-dose-only effect, or another doubt; inactive = no such curve, though single readings can be large; an effect the other way counts as inactive or inconclusive. Potency is the fitted concentration of half-maximal effect. The list is partial; the hit share may differ from the screen's.

SMILES | FLuc modulator | NPC1 promoter act | ELG1 genotoxic | MBNL1 CUG block | Rab9 promoter act | BRCA1 expr act | p53 reactivator | Gal4-VP16 FLuc | MLL CXXC-DNA inh | uPA surface inh | RORg inh
COc1ccc(NC(=S)N(CCN2CCOCC2)Cc2cc3cc4c(cc3[nH]c2=O)OCO4)cc1 | -1% | -6% | 2% | -6% | 3% | · | 2% | -11% | -1% | · | 0%
CNc1cc(Cl)nc(SC)n1 | -1% | -2% | 3% | 0% | 4% | 4% | -4% | 26% | -3% | 4% | 16%
Clc1ccc(OCCOCCN2CCc3ccccc3C2)c(Cl)c1 | 0% | -2% | -7% | ? | 10% | -68% | -24% | ? | 9% | -4% | 25%
CSc1ccc(CN(C)CC(=O)NCc2ccccc2)cc1 | 1% | -4% | 0% | -9% | -2% | 0% | 2% | -2% | 0% | -3% | 22%
O=C(NC(NC(=S)Nc1ccccc1C(=O)O)C(Cl)(Cl)Cl)c1ccccc1 (configuration not stated) | ? | -5% | 0% | -6% | 9% | -4% | 0% | 5% | 2% | 5% | -14%
COc1ccc(N(CC(=O)NC(C)(C)C)C(=O)CCC(=O)Nc2nccs2)cc1 | -1% | -3% | -2% | -5% | -2% | 0% | 6% | -17% | -7% | 16% | 10%
COCc1cc(C)nc(OC)c1C(N)=O | 0% | -5% | 0% | 1% | -3% | 16% | 2% | 8% | 1% | 1% | 13%
N#Cc1nc(COc2ccc(F)cc2)oc1N1CCC(Cc2ccccc2)CC1 | 13% | -11% | -2% | -13% | 8% | 0% | 1% | -15% | -7% | 3% | ?
N#Cc1cccc(CN2CCC(=O)N([C@H](CO)c3ccccc3)CC2)c1 | 1% | 0% | 1% | -1% | 0% | -1% | 2% | 0% | -6% | 6% | 21%
CCCN(CCC)C(=O)Cn1c(=O)n(CCCC(=O)NCc2ccco2)c(=O)c2sccc21 | -5% | -3% | 2% | 1% | 13% | 2% | -2% | 0% | 11% | 1% | -11%
Cc1sc(-n2c(C)cc(C=O)c2C)c(C(=O)O)c1C | 0% | 1% | 0% | 2% | 0% | 16% | 4% | 0% | -1% | · | ?
CCn1c(COc2ccc(C)cc2)nnc1SCc1nc2ccccc2[nH]1 | 0% | -4% | -1% | -4% | -25% | -52% | -7% | ? | -7% | · | 13µM*
Cn1c(=O)n(C)c2cc(NC(=O)c3ccc(F)cc3)ccc21 | ? | -4% | ? | -2% | 6% | -18% | · | · | -14% | ? | ·
O=c1c2ccccc2nc2c3ccccc3c(NCCO)nn12 | -4% | 2% | -5% | -1% | -6% | -1% | 0% | 2% | -5% | -10% | -20%
CC1CCCC(C)N1C(=O)/C=C/c1ccc(S(=O)(=O)N2CCOCC2)cc1 (configuration not stated) | -1% | -3% | -6% | · | -1% | 3% | 2% | · | · | -1% | ·
CCn1c(=O)c(=O)[nH]c2cc(C(=O)N3CCN(Cc4ccc5c(c4)OCO5)CC3)ccc21 | 0% | -2% | -9% | 1% | 22% | -16% | -2% | 8% | -6% | 20% | -19%
COc1ccc(C(=O)Nc2cc(C(=O)O)cc(C(=O)O)c2)cc1Cl | -1% | -6% | -4% | -12% | -9% | -7% | -2% | 2% | -8% | 6% | 11%
COc1ccc(CN2CCN(c3cccc(C)c3C)CC2)cc1OC | 0% | -9% | -7% | 25µM* | -5% | 10%[1.84 µM] | 0% | -2% | -6% | 1% | -21%
CC(=O)N1CCc2cc(S(=O)(=O)N3CCc4ccccc43)ccc21 | 1% | -12% | 2% | -5% | -13% | -52% | 3% | 13µM* | -1% | -25% | ?
Cc1cccc(C)c1Nc1nnc(SCC(=O)NC2CCS(=O)(=O)C2)s1 (configuration not stated) | 12% | -1% | 1% | ? | -2% | -5% | 1% | -11% | 12% | -3% | -10%
Cc1cc(NC(=O)CSc2nc(N)c(NC(=O)c3ccco3)c(=O)[nH]2)no1 | 0% | -3% | -2% | -11% | -2% | 2% | -3% | -10% | -9% | 0% | 9%
Cc1c(NC(=O)Nc2ccccc2C(F)(F)F)c(=O)n(-c2ccccc2)n1C | 1%&-1% | 2% | 0% | 8% | -6% | 10%&0% | -2% | 0% | -2% | -1% | 0%
Cc1cc(C)c(S(=O)(=O)N2CCOC2CNC(=O)C(=O)NCCCn2ccnc2)c(C)c1 (configuration not stated) | -2% | -1% | 3% | -1% | 3% | -60% | -1% | -6% | -7% | 0% | -1%
CC1OC(OC2C(CO)OC(OC3C(CO)OC(O)C(O)C3O)C(O)C2O)C(O)C(O)C1N[C@@H]1C=C(CO)[C@@H](O)C(O)[C@H]1O (some centres not stated) | 2% | 2% | 1% | -3% | 2% | -1% | 17% | -5% | -2% | -1% | 1%
CC1(C)C=Cc2c(ccc3c2OC[C@H](c2ccc(O)cc2O)C3)O1 | ? | ? | 14% | · | ? | 63% | ? | · | · | -11% | ·
CCCOc1ccc(N2C(=O)CC(N(CCc3ccc(OC)c(OC)c3)C(=S)Nc3ccccc3)C2=O)cc1 (configuration not stated) | -1% | -11% | -3% | -5% | -2% | -73% | ? | -1% | 0% | 3% | 36%
CC1(C(=O)NC2CCCC2)CCC(=O)N1Cc1ccc2c(c1)OCO2 (configuration not stated) | -1% | 13% | 2% | -18% | 2% | 1% | ? | -6% | -1% | · | 9%
Cc1nc(-c2ccc(F)cc2)c(CC(=O)Nc2ccc(C)c(S(=O)(=O)N3CCOCC3)c2)s1 | 2% | -1% | -11% | 9% | -1% | -42% | -8% | -6% | 7% | -5% | ?
CC1CC1c1ccc(/C=C(\C#N)C(=O)Nc2cc(Cl)ccc2Cl)o1 (configuration not stated) | 1% | -2% | -2% | · | -4% | -49% | -9% | -3% | 8% | 4% | 30%
Cc1cc2c(nn1)CCc1c-2no[n+]1[O-] | -2% | 8% | 3% | ? | 13% | -31% | 9% | -3% | -2% | -1% | 2%
Cc1cc(C(=O)NNC(=O)CN2C(=O)NC3(CCCCC3)C2=O)c(C)o1 | -1% | -1% | 0% | · | -1% | -11% | -5% | · | · | 4% | ·
Cc1cccc(C)c1OC(=O)Cc1ccccc1[N+](=O)[O-] | 4% | 0% | -9% | 7% | 2%[1.84 µM] | -18% | -4% | 1% | -3% | -4% | -2%
CSc1cccc(NC(=O)CNC(=O)c2ccc3c(c2)OCO3)c1 | -1% | -2% | 3% | · | 5% | 12% | 4% | · | · | 0% | ·
CCS(=O)(=O)N1CCC(N2CCN(c3ccccc3)CC2)CC1 | -1% | -2% | -4% | -4% | 8% | 0% | · | -2% | -1% | 12% | 6%
CCc1nc2scc(-c3ccccc3)c2c(=O)n1N | 2% | -1% | 5% | 7% | -7% | 24% | -1% | 3% | -4% | 0% | 3%
CCOc1ccc(N2CC(C(=O)Nc3ccncc3)CC2=O)cc1 (configuration not stated) | -1% | -3% | ? | -12% | -3% | -2% | 1% | 0% | 6% | · | -1%
O=C(NCc1ccccc1)c1cnc(-c2ccccn2)nc1C(F)(F)F | ? | 2% | 9% | -3% | -3% | -4% | 2% | 3% | -2% | 4% | 32%
O=C(CC(=O)N/N=C/c1c(Cl)cccc1Cl)NCc1cccnc1 | -2% | 1% | -1% | -1% | -3% | -8% | -9% | -6% | 6% | -1% | 26%
O=C(Nc1ccncc1Cl)c1ccncc1 | 7% | -1% | -3% | -6% | -1% | 7% | -17% | -6% | -6% | -1% | -5%
CCC(C)OC1OC(CO)C(O)C(O)C1NC(C)=O (configuration not stated) | 3% | 1% | 1% | -11% | 2% | 1% | -4% | -10% | 2% | 3% | -8%
CC1(C)C2CCC1(CS(=O)(=O)N1CCN(c3ccc(F)cc3)CC1)C(=O)C2 (configuration not stated) | 6% | -3% | · | 22% | -2% | -1% | · | -2% | -3% | 6% | -4%
